# MCL1 BIM primary: MCL1-BIM-BH3 interaction inhibition (human). Q07820. GST-MCL1 / FITC-Bim-BH3 fluorescence polarization. inhibition, % at 10.9 µM. 320,000 tested, 0.68% active. AID 2057;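 active means inhibition above the mean inhibition of all tested compounds plus 3 SD, set per campaign, cut at about 40% in these data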;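 further: 0% = DMSO wells and 100% = unlabeled Bim-BH3 peptide control; higher means more loss of mP so more displacement of Bim peptide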
# Target sequence (Q07820 whole entry, looked up): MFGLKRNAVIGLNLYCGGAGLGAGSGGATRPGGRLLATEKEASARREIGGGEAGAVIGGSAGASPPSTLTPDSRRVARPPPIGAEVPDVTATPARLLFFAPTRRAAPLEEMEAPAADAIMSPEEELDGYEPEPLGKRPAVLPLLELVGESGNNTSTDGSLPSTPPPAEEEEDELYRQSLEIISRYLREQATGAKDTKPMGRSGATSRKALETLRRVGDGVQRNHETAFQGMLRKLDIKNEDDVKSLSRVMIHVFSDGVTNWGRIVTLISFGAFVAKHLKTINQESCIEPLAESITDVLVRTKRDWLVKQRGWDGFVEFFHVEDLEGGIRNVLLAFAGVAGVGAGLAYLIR
# Bcl-xL primary: blocks human Bcl-xL binding to Bim BH3 peptide. Q07817. GST-Bcl-xL / FITC-Bim BH3 peptide fluorescence polarization. inhibition, % at 10.9 µM. 320,000 tested, 0.7% active. AID 2129;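 active means inhibition above the mean of all tested compounds plus 3 SD, cutoff set per campaign, cut at about 30% in these data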;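 further: 0% = DMSO wells and 100% = unlabeled Bim-BH3 peptide competitor; inhibitors lower millipolarization by displacing the labeled peptide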
# Target sequence (Q07817 whole entry, looked up): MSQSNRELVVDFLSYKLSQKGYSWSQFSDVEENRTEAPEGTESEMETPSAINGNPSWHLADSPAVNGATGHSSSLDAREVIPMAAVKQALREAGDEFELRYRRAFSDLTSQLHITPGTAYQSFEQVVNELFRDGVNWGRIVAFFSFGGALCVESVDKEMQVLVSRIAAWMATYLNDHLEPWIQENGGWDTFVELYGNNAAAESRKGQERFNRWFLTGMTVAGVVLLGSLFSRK
# VLA-4 inh: inhibition in a human VLA-4 binding assay; P13612; VLA-4 expressing cells, ligand binding flow cytometry; inhibition, % (about 7 µM as worked out from the volumes in the protocol); 330,000 tested, 0.2% active; AID 2557; in the data active means inhibition above about 50%
# CR mimetic SO: caloric restriction mimetics inhibiting age-related superoxide in yeast | S. cerevisiae aged cells, superoxide DHE fluorescence; active compounds read low | superoxide response (% of plate mean), % at 10 µM | 330,000 tested, 0.18% active | AID 2690;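 active means superoxide response under a set limit, about three screen SD below normal, cut at about 65% in these data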;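 further: yeast aged for seven days with compound at 30 °C before DHE staining; 100% = average MFI of all compound-treated wells on the plate with controls excluded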
# MEX-5 binding: C. elegans MEX-5 TCR-2 RNA binding activity. MEX-5/FITC-TCR2 RNA binding, fluorescence polarization; active compounds read low. 300,000 tested, 0.38% active. activity score (negative = inhibition of binding), % at 10 µM;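 active means inhibition past about -25% in most replicates, and total fluorescence under double the plate's negative control median, limit read from the data; inconclusive means replicates evenly split on the limit, or fluorescence at least double controls; inactive means too little inhibition in most replicates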;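 further: 0% = DMSO and -100% = 5 µM competing unlabeled TCR2 RNA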
# GLD-1 RNA inh: GLD-1-TGE RNA interaction inhibition (C. elegans). Q17339. AID 2280. 320,000 tested, 0.44% active. purified GLD-1 + fluorescein TGE RNA, fluorescence polarization. inhibition, % at 5.96 µM;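 active means percent inhibition above a per-plate cutoff, the plate mean of test compounds plus 3 SD, cut at about 30% in these data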;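 further: 0% = DMSO wells with GLD-1 and probe and 100% = wells lacking GLD-1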
# Target sequence (Q17339 whole entry, looked up): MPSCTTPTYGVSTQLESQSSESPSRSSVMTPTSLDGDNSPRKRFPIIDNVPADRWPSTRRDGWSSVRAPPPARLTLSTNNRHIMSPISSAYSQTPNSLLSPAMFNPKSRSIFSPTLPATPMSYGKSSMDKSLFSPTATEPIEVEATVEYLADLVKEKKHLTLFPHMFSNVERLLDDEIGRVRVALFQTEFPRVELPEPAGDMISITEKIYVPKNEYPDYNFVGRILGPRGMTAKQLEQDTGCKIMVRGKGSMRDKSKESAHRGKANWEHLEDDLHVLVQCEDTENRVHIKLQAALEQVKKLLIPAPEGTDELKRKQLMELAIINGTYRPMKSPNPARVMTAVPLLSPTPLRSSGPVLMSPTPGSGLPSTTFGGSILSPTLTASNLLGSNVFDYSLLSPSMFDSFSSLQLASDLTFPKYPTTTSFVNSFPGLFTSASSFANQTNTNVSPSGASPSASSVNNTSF
# GRK2 inh: human GRK2 inhibition via aptamer displacement; P25098; bead flow cytometry, FAM-aptamer displacement from GRK2; 330,000 tested, 0.59% active; inhibition of aptamer binding, % at 10 µM; AID 488847;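 active means inhibition of aptamer binding above 40%, roughly 3 SD of noise, on plates passing a quality check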;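 further: median bead fluorescence of bound FAM aptamer so fluorescent compounds give negative values; no value below 0 was filed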
# AGP1-GFP MLPCN: modulators of TOR pathway AGP1-GFP in S. cerevisiae; 320,000 tested, 0.02% active; S. cerevisiae AGP1-GFP multiplex flow cytometry, 3 h; GFP as percent of DMSO wells; GFP response vs DMSO, % at 10 µM;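 active means GFP response relative to DMSO above a set limit, near screen average plus 3 SD, cut at about 150% in these data; inconclusive means fewer than 70 cells counted for the yeast strain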;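 further: median GFP channel fluorescence of the gated AGP1 strain per well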
# CIT2 TOR yeast: yeast TOR pathway CIT2-GFP modulation; S. cerevisiae CIT2-GFP strain, flow cytometry, 3 h; 100 means same as DMSO wells; GFP response vs DMSO, % at 10 µM; 320,000 tested, 0.065% active;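 active means GFP response relative to DMSO above a set limit, near the screen mean plus 3 SD, cut at about 150% in these data; inconclusive means Fewer than 70 cells measured for a yeast strain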;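 further: ratio of well median GFP fluorescence to mean of DMSO wells on the plate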
# Numbers without * were called inactive; ? = inconclusive; . = no result given; [ ] = dose if it differs, or a comment.
SMILES,MCL1 BIM primary,Bcl-xL primary,VLA-4 inh,CR mimetic SO,MEX-5 binding,GLD-1 RNA inh,GRK2 inh,AGP1-GFP MLPCN,CIT2 TOR yeast
CCc1noc(C)c1C(=O)N(C)CC(=O)Nc1ccccc1C(F)(F)F,5,3,-3,97,2.0,2,4,94,99
CN(C(=O)COC(=O)CNC(=O)C12CC3CC(CC(C3)C1)C2)c1ccccc1,-5,-1,11,95,2.9,-5,0,109[may fluoresce green],100[may fluoresce green]
Cc1c(Cl)cccc1NC(=S)N1CCN(c2ccccn2)CC1,8,3,15,77,-0.2,7,0,96,101
COc1cccc(/C(N)=N/OC(=O)Cc2ccccc2[N+](=O)[O-])c1,3,3,5,84,3.1,6,0,100,102
Clc1cccc(NCc2cn3cccnc3n2)c1,-1,9,-1,95,-0.7,2,0,96,.
COc1ccc(CNC(=O)CCC(=O)Nc2cccnc2)cc1,4,6,15,108,-0.1,2,0,100,107
CC(C(=O)OCn1nnc2ccccc2c1=O)N1C(=O)c2ccccc2C1=O (centres undefined),-2,-3,45,93,-0.1,0,0,103,100
CCc1ccccc1NC(=O)Cn1ccn(-c2ccc(OC)cc2)c(=O)c1=O,8,3,1,79,-1.5,4,0,108,112
Cc1cc(C)cc(NC(=S)NCCSc2ccc(Cl)cc2)c1,0,3,12,120,1.7,7,0,99,97
COc1ccc(OC)c(CN2CCC(N3CCC(C(=O)NC4CC4)CC3)CC2)c1,8,5,6,84,2.2,-4,0,96,93
O=S(=O)(c1cccc(-c2csc(N/N=C/c3ccco3)n2)c1)N1CCOCC1,-3,4,1,105,-0.3,10,1,99,105
COCNc1nc(OCC#N)nc(N(C)C)n1,2,3,17,91,-2.2,-3,0,106,101
CCCCCCCC(=O)NNC(=O)c1c(O)c2ccccc2n(CCC)c1=O,14,9,-7,89,-1.3,6,4,94,92
COc1ccc2c(c1)[C@H]1[C@H](CO2)[C@H](c2ccccc2)[C@]2(C)C(=O)Nc3cc(F)ccc3C(=O)N12,.,.,6,122,.,7,3,86,86
Cc1cc(SCC(=O)NC(=O)NCc2ccco2)nc2c(C)cccc12,7,1,13,90,-1.7,-7,0,103,99

# Arranged by value in MEX-5 binding (high to low): some entries from above
structure,MCL1 BIM primary,Bcl-xL primary,VLA-4 inh,MEX-5 binding,GLD-1 RNA inh,GRK2 inh,AGP1-GFP MLPCN,CIT2 TOR yeast
CN(C(=O)COC(=O)CNC(=O)C12CC3CC(CC(C3)C1)C2)c1ccccc1,-5,-1,11,2.9,-5,0,109[may fluoresce green],100[may fluoresce green]
O=S(=O)(c1cccc(-c2csc(N/N=C/c3ccco3)n2)c1)N1CCOCC1,-3,4,1,-0.3,10,1,99,105
CCCCCCCC(=O)NNC(=O)c1c(O)c2ccccc2n(CCC)c1=O,14,9,-7,-1.3,6,4,94,92

# Next part.
SMILES,MCL1 BIM primary,Bcl-xL primary,VLA-4 inh,CR mimetic SO,MEX-5 binding,GLD-1 RNA inh,GRK2 inh,AGP1-GFP MLPCN,CIT2 TOR yeast
COc1cccc(N(CC(=O)NC(C)c2ccccc2)S(C)(=O)=O)c1 (centres undefined),0,7,5,103,-1.9,0,0,109,103
O=C(Nc1ccccc1)N1CCN(S(=O)(=O)c2ccccc2)CC1,10,7,16,102,1.5,4,0,92,104
N#Cc1nc(-c2ccco2)oc1N1CCC(C(N)=O)CC1,-4,-6,14,100,1.1,4,0,86,92
Cn1ncc2c(Nc3cccc(C(=O)O)c3)ncnc21,4,8,8,100,1.5,10,1,93,.
O=S(=O)(c1ccc2ccccc2c1)N(CC(O)COCc1ccco1)c1ccccc1 (centres undefined),-5,-3,1,103,-0.7,3,0,96,95
CCn1c(SCC(=O)N/N=C/C(C)=C\c2ccco2)nnc1-c1ccccc1,0,4,6,94,2.9,10,14,103,103
Cc1cccc2cc(CN(Cc3ccco3)C(=O)Nc3cccc(C#N)c3)c(Cl)nc12,-2,2,2,103,0.2,6,2,100,97
COc1ccc(OC)c(NS(=O)(=O)Cc2ccccc2)c1,13,4,1,111,0.4,0,10,96,100
CCOc1ccc(NC(=O)CCCN2C(=S)NC(C)(C)CC2C)cc1 (centres undefined),13,1,-9,91,-1.0,-2,0,108,98
Cc1cc(C)c2nc3c(c(C(=O)O)c2c1)CCC3,8,3,-1,106,1.2,-8,7,98,98
CN(C)S(=O)(=O)c1ccc(N2CCCC2)c(C(=O)Nc2ccccc2OC(F)F)c1,-6,-2,14,103,-1.0,8,1,96,100
CCOc1ccc(N2CC(C(=O)Nc3cccc(C(=O)NC4CC4)c3)CC2=O)cc1 (centres undefined),-22,-16,0,120,.,2,7,?,?
O=C(Nc1nc(-c2ccccc2)cs1)C1CCCN(S(=O)(=O)c2cccc([N+](=O)[O-])c2)C1 (centres undefined),10,7,7,103,-0.3,1,1,109,112
CN(CC(=O)N1CC=C(c2ccccc2)CC1)S(=O)(=O)c1cnc[nH]1,3,2,-16,109,-4.3,3,0,94,101
COc1cc(CC(=O)N2CCN(S(=O)(=O)c3ccc(C)cc3)CC2)cc(OC)c1OC,.,.,-9,94,.,-2,7,103,103
COc1cccc(NC(=O)CCCOc2cc(=O)n(C)c3ccccc23)c1,10,7,-10,106,-1.7,-5,4,106,98
Cc1ccc(-n2nnnc2SCC(=O)N(CC(C)C)c2c(N)n(CC(C)C)c(=O)[nH]c2=O)cc1,-1,-1,4,118,-1.8,5,2,106,106
CN(CCCC(=O)N1CCN(c2ncccn2)CC1)S(=O)(=O)c1ccc(F)cc1,.,.,-4,88,.,-8,0,109,108
CN(C)S(=O)(=O)c1cccc(NC(=S)NC23CC4CC(CC(C4)C2)C3)c1,1,1,2,104,1.9,9,1,93,98
COc1ccc(NS(=O)(=O)c2ccc(N)c(C(=O)O)c2)cc1,10,5,6,103,0.8,-2,0,90,93
CCC(C)NCCCOc1ccc(Cl)cc1C(C)(C)C (centres undefined),-3,-2,9,118,-2.1,0,0,102,101
COc1cc(C(=O)NCC(=O)N2CCN(S(=O)(=O)c3cc(C)ccc3C)CC2)cc(OC)c1OC,-2,0,-1,104,0.8,2,0,98,99
Cc1cc(=O)oc2cc(OCC(=O)OCC(=O)Nc3ccc(C(N)=O)cc3)ccc12,5,-1,7,106,0.6,5,0,104,98
CCn1cc(CNCc2cn[nH]c2-c2cc3ccccc3o2)cn1,5,6,4,100,0.4,2,2,96,93
COc1ccc2c(C)cc(N3CCN(c4ccc(F)cc4)CC3)nc2c1,0,7,29,97,-0.8,3,0,70,64
COc1ccc(-c2c3c(nc4sc5c(Cl)nc(C)nc5c24)CCC3)cc1,-6,6,23,105,-2.4,2,1,89,99
Cc1c(OCC(=O)NCC2CCC(C(=O)O)CC2)ccc2c3c(c(=O)oc12)CCC3 (centres undefined),-11,-2,7,125,1.0,1,0,101,95
Cc1ccc(C(=O)NNC(=O)c2cccc(S(=O)(=O)N3CCOCC3)c2)cc1,.,.,30,105,.,1,6,90,79
Cc1ccc2[nH]c3c(c2c1)CN(C(=O)CN(C)CC1OCCO1)CC3,61*,58*,-118,82,-6.6,53*,0,103,108
O=C1NCCCc2nc(Oc3ccccc3)sc21,1,-1,3,97,1.3,-6,1,101,106
Cc1nc2c(-c3ccc(Cl)cc3)cnn2c(N)c1-c1ccc(F)cc1,3,5,21,94,2.1,-1,4,99,107
Cn1nccc1C(=O)N1CCN(c2cccc(Cl)c2)CC1,-4,1,7,98,0.1,-4,0,101,101
COC(=O)c1ccc(NC(=O)Nc2ccc(C)cc2)cc1,-4,-2,3,91,0.9,10,4,94,114
N#CCc1ccc(NC(=O)c2ccc(S(=O)(=O)N3CCOCC3)cc2)cc1,1,1,-5,103,0.7,0,2,88,92
Cc1ccc(CN2CCN(/N=C/c3cccs3)CC2)cc1,-4,1,11,96,0.4,5,2,92,95
CCC1ON(C(C)C)C2c3nc4ccccc4n3CC12 (centres undefined),5,2,-7,95,4.2,-4,3,101,93
Cc1c(NC(=O)CC(O)(C(F)(F)F)C(F)(F)F)c(=O)n(-c2ccccc2)n1C,-5,-1,8,85,2.7,3,0,104,100
CCCCCC(=O)Nc1nc(C)c(-c2csc(Nc3ccccc3OC)n2)s1,-8,-3,-6,98,3.2,0,0,85,85
COC(=O)c1nnn(-c2nonc2N)c1CSc1nnc(N)s1,8,1,3,105,-1.5,-2,2,101,98
Cc1cccn2c(=O)c3cc(S(=O)(=O)c4ccc(Br)cc4)c(=N)n(C4CCCC4)c3nc12,-3,0,-3,114,-3.0,2,2,105,106
CCOC(=O)[C@H]1[C@H]2COc3cc(OC)ccc3[C@@H]2N2C(=O)CN(CCc3c[nH]c4ccccc34)C(=O)[C@@]12C,-2,0,-1,86,.,-6,1,98,97
CC(C)(C)c1ccc(C(=O)Nc2ccc(N3CCOCC3)cc2)cc1,0,2,11,113,-1.3,2,0,93,79
Oc1c(C(Nc2cccc(C(F)(F)F)c2)c2cccnc2)ccc2cccnc12 (centres undefined),17,11,2,81,0.6,0,0,102,102
O=C(O)c1ccc(COc2ccc(CO)cc2Cl)cc1,5,6,6,118,-2.0,13,1,107,105
CCOC(=O)c1c(C)[nH]c(C(=O)N2CCC(C(=O)OCC)CC2)c1C,1,-4,12,103,-0.8,-2,0,94,93
Nc1c(N(Cc2ccco2)C(=O)c2ccc(Cl)cc2)c(=O)[nH]c(=O)n1Cc1ccccc1,-8,1,4,99,.,2,2,99,85
COC(=O)C(NC(C)=O)(Nc1nc2c(s1)CCCC2)C(F)(F)F (centres undefined),3,2,8,92,-3.2,4,0,106,104
CC(=O)Nc1ccc(S(=O)(=O)Nc2cccc(N(C)S(C)(=O)=O)c2)cc1,4,5,16,106,0.9,-2,0,93,93
NNc1nc(-c2ccccc2)c2cc(Br)ccc2n1,1,-1,4,98,3.6,-13,0,93,97
CN(C(=O)c1ccc(S(=O)(=O)N2CCCC2)cc1)C1CCCCC1,-5,-1,4,107,-0.9,-2,2,100,101
CC(C)c1nnc(NC(=O)CCc2ccccc2)s1,2,2,-9,83,2.7,-5,0,99,97
O=C(N[C@@H](Cc1ccccc1)C(=O)N1CCC2(CC1)NCCc1[nH]cnc12)c1cccc(F)c1,-3,2,5,100,3.3,4,0,94,95
CCOc1ccccc1/C=C(\NC(=O)c1ccccc1)C(=O)NCCC(=O)O,-10,1,19,92,0.9,3,22,101,100
COc1ccc(C(=O)c2ccsc2N)cc1,108*,105*,-5,93,0.1,66*,1,102,101
O=C(C[n+]1ccc(-c2nnc3n2CCCCC3)cc1)c1ccc(Cl)cc1,4,8,18,99,-2.5,5,1,103,100
CCOC(=O)C(=NCCCN(C)C)NNc1ccc(Br)cc1,-6,2,11,115,-4.1,3,0,100,110
Clc1ccc(-n2nnc(-c3cccnc3Cl)n2)cc1Cl,4,-3,-5,101,1.8,-3,3,97,94
CCN1CCN(CCCN(Cc2ccco2)C(=S)Nc2ccc(C)c(Cl)c2)CC1,4,2,13,91,-1.0,-3,13,102,109
COc1ccccc1NC(=O)CCCC(=O)OC(C)C(=O)c1ccccc1 (centres undefined),7,5,-15,81,1.2,6,0,110,104
CCOC(=O)N/N=C/c1ccccc1F,0,-2,0,102,2.6,1,3,100,100
CCN(CC)S(=O)(=O)c1ccc(N2CC(C(=O)N3Cc4ccccc4CC3C(N)=O)CC2=O)cc1 (centres undefined),.,.,9,106,.,4,5,108,106
Cc1ccccc1C1C(=O)c2ccccc2C1=O,8,1,10,97,-0.5,-3,0,85,99
O=C(N/C=C/c1ccccc1)c1ccccc1,-2,4,6,94,-0.6,-5,2,87,87
